# Rab9 promoter act: activates the Rab9 promoter | Huh7 Rab9 promoter-luciferase reporter, luminescence, 24 h | Potency, µM (doses to about 9.22 µM), without a hit: top-dose activation, negative = inhibition, most hits filed as activators | hit rate 2.8% among 320,000; note: potency is the fitted concentration of half-maximal effect; % of control where 0% means no effect; nearly all actives have a fitted effect of over 60% in size
#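 Luciferase signal after 10 min detection reagent at ambient indicates Rab9 promoter upregulation; stably transfected Huh7 cells were treated 24 h with compound in DMSO at 37 °C, 5% CO2.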
# FLuc modulator: inhibits or activates purified firefly luciferase, miR-21 counter-screen | Potency, µM (top dose mostly 57.5 µM), for the others: at the highest dose activity change, negative = inhibition, usual class: inhibitors | purified FLuc, Km substrates, luminescence inhibition | hit rate 6.9% among 360,000 | P08659;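 note: potency is the fitted concentration of half-maximal effect; plate controls were vehicle for no effect and reference inhibitor for full effect; nearly all actives have a fitted effect of over 55% in size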
# Target sequence (P08659 whole entry, looked up): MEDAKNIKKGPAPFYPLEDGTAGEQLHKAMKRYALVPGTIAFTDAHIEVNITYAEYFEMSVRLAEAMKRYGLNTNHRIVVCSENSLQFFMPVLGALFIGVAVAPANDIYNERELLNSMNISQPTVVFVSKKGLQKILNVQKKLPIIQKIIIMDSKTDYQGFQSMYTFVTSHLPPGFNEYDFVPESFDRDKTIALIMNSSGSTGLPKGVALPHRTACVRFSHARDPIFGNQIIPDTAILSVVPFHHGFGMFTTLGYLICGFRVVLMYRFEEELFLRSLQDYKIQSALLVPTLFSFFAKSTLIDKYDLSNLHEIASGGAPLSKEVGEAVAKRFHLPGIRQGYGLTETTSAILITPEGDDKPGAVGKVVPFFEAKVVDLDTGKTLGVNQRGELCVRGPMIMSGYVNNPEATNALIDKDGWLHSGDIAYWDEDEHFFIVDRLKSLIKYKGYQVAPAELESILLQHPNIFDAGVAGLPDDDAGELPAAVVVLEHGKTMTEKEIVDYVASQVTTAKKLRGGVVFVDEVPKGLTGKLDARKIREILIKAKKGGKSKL
#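 Purified P. pyralis luciferase, 10 nM final, with Km-level 10 uM D-luciferin and 10 uM ATP in 50 mM Tris acetate pH 7.5, 10 mM Mg acetate, 0.01% Tween-20, 0.05% BSA; 6-point qHTS titration about 60 µM downward; luminescence read.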
# Tb PFK block: blocks T. brucei phosphofructokinase | O15648 | hit rate 0.17% among 330,000 | Potency, µM (titrated, usually from 57.5 µM), without a hit: top-dose activity, negative = inhibition, actives largely listed as inhibitors | T. brucei PFK, ADP-Glo luminescence | AID 485367;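 note: potency is the fitted concentration of half-maximal effect; 0% = uninhibited 1x PFK enzyme wells and -100% = no-enzyme wells; nearly all actives have a fitted effect of over 60% in size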
# Target sequence (O15648 whole entry, looked up): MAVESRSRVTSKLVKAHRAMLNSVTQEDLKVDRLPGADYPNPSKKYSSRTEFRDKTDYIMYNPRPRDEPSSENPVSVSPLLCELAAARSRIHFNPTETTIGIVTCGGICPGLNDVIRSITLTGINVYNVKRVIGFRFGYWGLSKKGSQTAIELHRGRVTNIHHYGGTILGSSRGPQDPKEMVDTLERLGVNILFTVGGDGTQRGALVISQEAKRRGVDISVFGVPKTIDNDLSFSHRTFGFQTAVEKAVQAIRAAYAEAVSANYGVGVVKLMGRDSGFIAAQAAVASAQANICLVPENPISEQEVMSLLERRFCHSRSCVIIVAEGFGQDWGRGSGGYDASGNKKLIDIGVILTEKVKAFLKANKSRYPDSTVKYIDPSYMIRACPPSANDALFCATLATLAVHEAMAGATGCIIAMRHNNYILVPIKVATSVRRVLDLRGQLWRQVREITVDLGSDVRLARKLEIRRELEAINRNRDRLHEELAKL
#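 Activity is normalized to no-enzyme wells (full inhibition) and 1.25 nM enzyme wells (no inhibition). Reaction: 0.5 mM F6P, 0.1 mM ATP, 45 min RT, ADP-Glo luminescence; concentration-response curves fitted and classed by quality.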
# NPC1 prom act: NPC1 promoter activation; Huh7 NPC1 promoter luciferase reporter, 24 h; Potency, µM (titrated, usually from 9.22 µM), for inactives: top-dose activation, usual class: activators; hit rate 2.4% among 320,000;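 note: potency is the fitted concentration of half-maximal effect; % of control where 0% means no effect; nearly all actives have a fitted effect of over 60% in size; reporter is driven by a mutant NPC1 promoter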
#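 In 1536-well qHTS, Huh7 cells harboring an NPC1 promoter–luciferase construct received compound for 24 h; activation was quantified by luminescence following luciferase reagent addition.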
# p53 reactivator: restores transcriptional activity of mutant p53. Potency, µM (doses to about 92.2 µM), for the others: at the highest dose activity change, positive = activation, most hits filed as activators. hit rate 0.063% among 320,000. H1299 p53-A138V BP100-luciferase reporter, luminescence, 24 h; note: potency is the fitted concentration of half-maximal effect; % of control where 0% means no effect; nearly all actives have a fitted effect of over 45% in size
#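 p53-null H1299 cells stably carrying temperature-sensitive p53-A138V and a BP100-luciferase reporter were pinned with compounds (4-point, 1:5 series) and held 24 hrs at 37 deg C. Luminescence was read 10 min after detection reagent.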
# BRCA1 expr up: activators of BRCA1 expression | hit rate 1.1% among 380,000 | MCF7-BRCA1-FFLuc reporter, luminescence, 48 h; response scale: scaled: vehicle 0%, 10 µM genistein 100% | Potency, µM (highest dose often 46.1 µM), for the others: at the highest dose activation, most hits filed as activators | AID 624202; note: potency is the fitted concentration of half-maximal effect; nearly all actives have a fitted effect of over 80% in size; some results filed as inactive show a strong effect at the top dose
#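 Cells: MCF7-BRCA1-FFLuc, 2000/well. Exposure: 48 h, 37 °C, 5% CO2. Read: luminescence, 15 min post-substrate. Controls: genistein 10 microM (maximal activation), DMSO (neutral).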
# ELG1 genotox: inducers of genotoxicity in HEK293T ELG1-luciferase cells; HEK293T ELG1-luciferase reporter, luminescence, 16 h; Potency, µM (highest dose often 46 µM), inactives show at the top dose activity change, positive = activation, most hits filed as activators; hit rate 1.3% among 330,000; note: potency is the fitted concentration of half-maximal effect; % of control where 0% means no effect; nearly all actives have a fitted effect of over 60% in size
#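 HEK293T cells expressing luciferase-tagged ELG1 were exposed to compound or DMSO vehicle for 16 hr at 37 °C and 5% CO2. Luciferase activity was then measured with ONE-Glo after 30 min at room temperature.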
# ELG1 repair inh: inhibitors of ELG1-dependent DNA repair in HEK293T cells; HEK293T ELG1-luciferase reporter, luminescence, 16 h; DNA damage induced by 5-fluorouridine; Potency, µM (top dose mostly 46.1 µM), for inactives: at the top dose activity change, negative = inhibition, usual class: inhibitors; hit rate 2.3% among 330,000; note: potency is the fitted concentration of half-maximal effect; % is set by controls: 0 for no effect and ±100 for the full control effect; nearly all actives have a fitted effect of over 55% in size
#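 DMSO vehicle served as the neutral condition. Each well held 2,000 cells given 5-fluorouridine plus compound; after 16 hr at 37 °C/5% CO2, ONE-Glo was added and luciferase measured 30 min later.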
# Gal4-VP16 FLuc: inhibits Gal4-VP16 luciferase reporter, ROR gamma counter-screen. Potency, µM (top dose mostly 53.6 µM), inactives show at the highest dose activity, negative = inhibition, most hits filed as inhibitors. Drosophila S2 Gal4-VP16 UAS-luciferase, luminescence, 20 h. hit rate 3.5% among 310,000;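 note: Gal4-VP16 expression switched on by copper sulfate through the metallothionein promoter; potency is the fitted concentration of half-maximal effect; % is set by controls: 0 for no effect and ±100 for the full control effect; nearly all actives have a fitted effect of over 50% in size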
# TRPV1 ag: activates the human vanilloid receptor TRPV1 | Q8NER1 | TRPV1-expressing cells, Fluo-8 calcium influx, agonist mode | activation, % at 8.33 µM | hit rate 0.19% among 320,000; in the data active = activation above about 80%; inconclusive = between about 30% and that limit; note: 0% is about no effect
#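 Fluo-8 calcium influx in TRPV1-expressing cells, kinetic read (ex 480/em 520 nm). Compound added and read 3 min for agonist activity, followed by capsaicin at EC20 final and 2 min further read for enhancement.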
# RORgamma inh: blocks mouse ROR gamma transcriptional activity; P51450; Drosophila S2 Gal4-RORgamma UAS-luciferase reporter, 20 h; Potency, µM (highest dose often 53.6 µM), for inactives: at the top dose activity change, negative = inhibition, actives largely listed as inhibitors; hit rate 5.4% among 310,000; AID 2551; note: potency is the fitted concentration of half-maximal effect; % is set by controls: 0 for no effect and ±100 for the full control effect; nearly all actives have a fitted effect of over 60% in size
#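 Drosophila Schneider cells stably carrying a metallothionein-driven Gal4 DBD–ROR gamma fusion and a UAS-Photinus luciferase reporter were exposed to compound for 1 hr, then induced with copper sulfate (700 uM final) for 20 hr at ambient temperature before luminescence reading.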
# * = called active by the depositor; ? = inconclusive; nt = no result given; & = joins results of further samples; [ ] = another dose, or the depositor's remark. Unless noted, calls come from the whole dose curve; as a rule, active = well fitted curve in the direction sought with a large enough effect; inconclusive = small, poorly fitted or top-dose-only effect, or another doubt; inactive = no such curve, though single readings can be large; an effect the other way counts as inactive or inconclusive.
SMILES,Rab9 promoter act,FLuc modulator,Tb PFK block,NPC1 prom act,p53 reactivator,BRCA1 expr up,ELG1 genotox,ELG1 repair inh,Gal4-VP16 FLuc,TRPV1 ag,RORgamma inh
Cc1nn(C)c(C(=O)N2CCN(C(=O)c3ccco3)CC2)c1Br,-6.5%,-0.7%,-0.2%,-6.2%,-2.2%,1.9%,-1.3%,-1.6%,0.0%,-3.3,-4.5%
CCN(CC)P(=O)(Nc1cccc(C(F)(F)F)c1)c1ccc(N(C)C)cc1NC(=O)c1ccco1 (centres undefined),1.3%,-1.8%,-1.7%,-14.8%,2.7%,-62.3%,-16.6%,20.6µM*,-10.8%,?,41.3%
Nc1nn(S(=O)(=O)c2ccccc2)cc1-c1ccc([N+](=O)[O-])cc1,2.3%,7.5%,-4.4%,-2.5%,2.9%,-20.1%,-2.8%,4.9%,35.5µM*,3.1,?
Cc1ccc(-n2nnnc2SCC(=O)NNC(=O)c2ccc([N+](=O)[O-])cc2)cc1,-1.8%,-0.5%,5.6%,0.5%,1.9%,-6.2%,-0.5%,7.8%,-12.1%,-3.3,-0.4%
Cc1ccc(C)c(S(=O)(=O)NNC(=O)c2sc(NS(=O)(=O)c3ccccc3)nc2C)c1,-0.6%,2.2%,1.3%,-1.5%,-5.0%,14.5%,2.9%,12.2%,1.4%,-1.2,-9.1%
Nc1nnnn1/N=C/c1ccco1,13.2%,1.2%,-6.3%,3.5%,11.0%,4.5%,-6.2%,0.3%,5.4%,-1.7,-0.8%
CCCCc1nn(-c2cc(Cl)ccc2OC)c2c1C(=O)CCC2,1.8%,-1.0%,0.2%,0.6%,1.4%,-0.9%,-1.8%,?,?,0.3,-2.7%
CSc1ccc(S(=O)(=O)NC2CCCCCC2)cc1,2.1%,-2.9%,0.6%,-1.4%,?,-6.6%,2.0%,?,?,?,-109.8%
COC(=O)CSc1nnc(-c2ccco2)n1-c1ccc(C)cc1,-6.8%,0.8%,2.4%,-0.1%,0.5%,-0.5%,2.9%,4.1%,-8.2%,3.1,-0.6%
CN(C)c1ccc(C(c2nnnn2C(C)(C)C)N2CCc3ccccc3C2)cc1 (centres undefined),-7.4%,8.0%,-2.6%,?,-0.1%,nt,1.9%,5.0%,-14.9%,2.1,-14.7%
Cc1ccsc1C(C(=O)NC(C)(C)C)N(C(=O)c1csnn1)c1ccccc1 (centres undefined),-0.6%,1.7%,-1.2%,0.4%,-0.1%,-15.7%,-2.2%,-1.0%,9.7%,3.3,8.6%
O=C(CNS(=O)(=O)c1ccccc1)OCC(=O)c1ccc([N+](=O)[O-])cc1,0.3%,-0.2%,-14.5%,-0.6%,5.0%,0.5%,-0.9%,5.7%,?,2.1,-9.9%
CCS(=O)(=O)N1CCN(c2nc(-c3ccccc3)cs2)CC1,19.9%,19µM*,9.4%,21.5%,14.7%,86.3%,?,?,24.4%,11.4,22.5%
O=C(NNS(=O)(=O)c1cccc(Cl)c1Cl)c1cccc(S(=O)(=O)N2CCOCC2)c1,0.3%,2.3%,4.4%,-0.3%,-15.4%,3.5%,-0.3%,0.3%,-10.5%,-3.2,-8.0%
O=C(Cc1nc2ccccc2[nH]c1=O)c1ccccc1,1.41µM*,3.38µM*,-1.4%,3.16µM*,25.9%,5.62µM*,?,?,?,12.1,?
CCOC(=O)c1[nH]c2ccccc2c1NC(=O)C(C)(C)C,1.9%,6.2%,0.1%,1.3%,4.8%,0.0%,-1.1%,1.9%,-0.5%,nt,0.8%
CN(C1CCCCC1)S(=O)(=O)CCNC(=O)c1ccccc1,-4.0%,1.5%,-0.1%,7.2%,1.9%,9.3%,6.0%,?,nt,13.6,nt
CCn1c2ccccc2c2nnc(SCC(=O)NC(CC(C)C)C(=O)OC)nc21 (centres undefined),5.2%,-2.8%,-2.6%,-0.9%,-0.4%,3.5%,-4.0%,-18.8%,-0.2%,-1.2,-18.9%[10 µM]
O=C(CNC(=O)c1cccs1)NCC(=O)OCc1ccccc1Cl,-2.3%,-21.7%,-2.9%,-4.7%,1.8%,1.8%,0.0%,23.6%,-6.8%,-5.1,-3.1%
CCOC(=O)N1CCN(c2nc3ccc(C)cc3n3cnnc23)CC1,-0.9%,-7.2%,0.0%,8.1%,7.1%,0.8%,0.0%,25.8%,1.4%,2.6,16.3%
O=c1nc2n(c3c1oc1ccccc13)Cc1ccccc1-2,-1.5%,-3.3%,5.8%,-11.2%,-0.3%,nt,?,7.5%,-13.2%,2.0,-11.4%
COc1ccc(CCNC(=O)C(=O)NCC2OCCCN2S(=O)(=O)c2cc(C)ccc2C)cc1 (centres undefined),-9.2%,0.9%,3.3%,2.6%,-7.2%,-41.9%,-17.6%,?,3.3%,-0.6,22.3%
CN1CCN(C(=O)c2ccc(OCCOc3ccccc3)cc2)CC1,0.2%,-1.3%,-0.6%,-42.6%[inhibitor],nt,49.4%,-1.4%,8.9%,1.0%,5.6,12.6%
CNc1cccccc1=S,7.1%,?,12µM*,0.7%,?,-0.6%,-4.0%,9.1%,-3.0%,0.4,0.5%
CC(C)c1ccccc1OCCNC(=O)c1cccnc1,-17.1%,-0.2%,-7.3%,0.2%,?,-34.4%,-6.0%,?,?,?,-36.3%
O=C(Nc1nccs1)c1ccc2ccccc2c1,3.16µM*,3.01µM*,-3.0%,3.16µM*,6.0%,21.0%,13.8%,?,6.31µM*,?,7.94µM*
COc1ccccc1CCN=C(N)NS(=O)(=O)c1ccccc1,-6.2%,3.0%,-4.3%,-7.7%,0.4%,8.6%,1.2%,11.0%,-4.5%,1.3,8.1%
Cc1cc(C=O)c(C)n1-c1sc2c(c1C(=O)O)CCCC2,-4.1%,1.3%,-1.2%,-5.1%,-0.6%,2.3%,0.7%,-5.7%,4.5%,-0.8,2.7%
O=C(N/N=C/c1nn(-c2ccccc2)cc1-c1ccccc1)c1ccncc1,-2.0%,9.53µM*,0.3%,1.6%,?,17.6%,-1.0%,?,3.16µM*,?,1.58µM*
CCOc1ccccc1N1CC(C(=O)NCCc2ccc(S(N)(=O)=O)cc2)CC1=O (centres undefined),-0.5%,0.6%,1.1%,-1.4%,-6.9%,-2.3%,-2.7%,-9.1%,1.3%,-0.9,32.4%
CCOC(=O)c1c(S(=O)(=O)NCc2ccc(C)o2)c(C)n(C)c1C,-0.9%,2.0%,-0.4%,-2.4%,-4.6%,-1.0%,0.5%[9.26 µM],-0.6%,-5.7%,-2.5,-17.3%
COC(=O)c1[nH]c2ccccc2c1Sc1ccccc1,-4.2%,0.0%,0.1%,-1.2%,7.3%,-19.0%,3.4%,-3.7%,-2.4%,?,-12.4%
CSc1cccc(NC(=S)N(CCCN2CCCC2)Cc2cccn2Cc2ccc(Cl)cc2)c1,-8.4%,2.6%,-6.9%,-6.9%,14.3%,-88.0%,-3.1%,-24.1%,-2.1%,22.8,12.6µM*
Cc1c(N2C(=O)/C(=C/c3ccccc3)SC2=S)c(=O)n(-c2ccccc2)n1C,-3.4%,3.3%,-4.7%,-1.0%,-0.3%,-11.0%,-4.8%,0.0%,-7.0%,-0.9,2.3%
CCCCOc1ccc(S(=O)(=O)N2CCCCCC2)cc1,0.6%,0.2%[2.3 µM],3.3%,-3.7%,12.2%,1.5%,-2.4%,15.4%,-2.8%,12.1,?
O=C(Cn1cccc1C(=O)c1ccccc1)NCc1ccc(F)cc1,2.9%,-3.2%&3.4%,0.6%,10.3%,11.9%,35.3%,2.8%,10.4%,-16.8%,0.9,40.6%
C=CCn1c(Sc2ccccc2)nc2c1c(=O)[nH]c(=O)n2C,0.9%,0.1%,2.2%,-1.6%,-6.4%,-61.1%,11.9%,2.8%,18.3%,3.4,-0.3%

# Screening results: PubChem, National Center for Advancing Translational Sciences (NCATS)
